Assay outcomes deposited in PubChem BioAssay by National Center for Advancing Translational Sciences (NCATS).
p53ts 32C kill = qHTS Screen for Compounds that Selectively Target Cancer Cells with p53 Mutations: Cytotoxicity of p53ts Cells at the Permissive Temperature; H1299-p53A138V at 32C, ATP luminescence viability, 24 h; Potency, µM (top dose mostly 46.1 µM), for the others: top-dose activity change, negative = cytotoxicity, usual class: cytotoxic; actives 0.93% (n = 130,000);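 note: 0% = DMSO and -100% = full killing by reference compound; nearly all actives have a fitted effect of over 55% in size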
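ATP-content luminescence (ATPlite) read-out after 24 h compound exposure at 32C in H1299-p53A138V cells (600/well). Tested up to 46 uM. Normalized to DMSO (0%) and 100 uM tamoxifen (100% killing); Hill-fit AC50.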
p53ts 39C kill = qHTS Screen for Compounds that Selectively Target Cancer Cells with p53 Mutations: Cytotoxicity of p53ts Cells at the Nonpermissive Temperature | actives 1.5% (n = 130,000) | AID 902, 2007 | Potency, µM (top dose mostly 46.1 µM), for inactives: at the top dose activity change, negative = cell killing, most hits filed as cytotoxic | H1299-p53A138V viability at 39C, ATP luminescence, 24 h; note: nearly all actives have a fitted effect of over 55% in size
IkB signaling = IkB Signaling. ABC-DLBCL IkBa-CBG/CBR dual luciferase ratio, 4 h; response scale: scaled: untreated 0%, proteasome inhibitor 100%. Potency, µM (titrated, usually from 57.1 µM), for the others: at the highest dose IkBa stabilization activation. actives 0.04% (n = 110,000). AID 445, 2006; active = well fitted curve in the direction sought with a large enough effect in the signal ratio, not every such curve was filed as active; inconclusive = small, poorly fitted or top-dose-only effect, or a change in a side signal; the % refers to the signal ratio;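 note: the direction sought is a rising ratio; 0% = basal untreated cells and 100% = reference inhibitor full response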
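Curves were fitted separately to fusion (green), unfused (red) and ratio luminescence, then classed by r2, magnitude and activity. Cells: OCI-Ly3, 4 h compound plus doxycycline at 37C; 10 uM MG-132 defined full response.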
Peg3 imprint = qHTS Assay for Compounds that Induce Erasure of Genomic Imprints; mouse ES Peg3-LacZ reporter, beta-gal luminescence, 40 h; Potency, µM (titrated, usually from 60.7 µM), for inactives: top-dose activity change, positive = activation, actives largely listed as activators; actives 0.02% (n = 110,000);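 note: 0% = negative control wells on the plate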
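Each well holds 300 Peg3LacZ-Neo (maternal) female ES cells incubated 40 h at 37C, 5% CO2. LacZ is measured by BetaGlo luminescence, with AC50 and maximum efficacy derived from dose-response curves.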
An asterisk follows results filed as active; ? = inconclusive; . = no result given; [ ] = another dose, or the depositor's remark. Unless noted, calls come from the whole dose curve; as a rule, active = well fitted curve in the direction sought with a large enough effect; inconclusive = small, poorly fitted or top-dose-only effect, or another doubt; inactive = no such curve, though single readings can be large; an effect the other way counts as inactive or inconclusive. Unless noted, % is set by controls: 0 for no effect and ±100 for the full control effect; potency is the fitted concentration of half-maximal effect.

cpd	Molecule	p53ts 32C kill	p53ts 39C kill
1	CCC1Oc2ccc(C)cc2N(CC(=O)N(Cc2cccnc2)Cc2cccc(F)c2)C1=O (stereo not drawn)	1%	10%
2	C[C@@H]1C(=O)N(C)C(=O)c2nc[nH]c21	6%	11%
3	CCn1ccnc1C(O)c1cccc(OC)c1OC (stereo not drawn)	-1%	-3%
4	C=CCN(C(=O)CNC(=O)c1ccco1)C(C(=O)NC1CCCCC1)c1ccc(F)cc1 (stereo not drawn)	17%	6%
5	CCCCNC(=O)CCCn1c(=O)c2ccccc2n(CC(=O)NCCC2=CCCCC2)c1=O	-19%	-7%
6	CC(C)Sc1nc2c(c(=O)[nH]c(=O)n2C)n1C	-1%	-3%
7	Cn1c(=O)c2c(ncn2CC(=O)N2CCN(c3ccccc3)CC2)n(C)c1=O	6%	14%
8	COc1ccccc1NC(=O)CCN1CCN(CCC(=O)Nc2ccccc2OC)CC1	0%	14%
9	O=C(NCc1ccccc1)NC1COc2ccccc2C1 (stereo not drawn)	1%	0%
10	Cc1ccc(CNC(=O)CN(c2cccc(C)c2C)S(=O)(=O)c2ccccc2)cc1	15%	2%
11	COCCCNC(=O)c1ccc2c(c1)ncn2-c1ccccc1OC	-28%	3%
12	N#CC(C(=O)C12CC3CC(CC(C3)C1)C2)c1nc2ccccc2[nH]1 (stereo not drawn)	-4%	-28%

cpd	IkB signaling	Peg3 imprint
1	.	.
2	-2.3%	.
3	2.0%	17%
4	0.4%	-6%
5	-2.1%	0%
6	-0.6%	-6%
7	-0.2%	?
8	4.0%	-7%
9	-1.9%	13%[10.9 µM]
10	?	-16%[10.9 µM]
11	4.3%	-16%
12	0.0%	-11%

Additional results:
cpd	Molecule	p53ts 32C kill	p53ts 39C kill
13	CC(C)(C)OC(=O)N1CCC(c2c(C(=O)N3CCN(C(=O)c4ccco4)CC3)cnn2-c2ccc(Cl)cc2)CC1	2%	5%
14	CN1C(=S)SC(C)(NO)C1(C)C (stereo not drawn)	-6%	11%
15	CCc1nc(SCC(=O)N2CCC(C)CC2)c2c(=O)n(C)c(=O)n(C)c2n1	13%	33%[activator]
16	COc1ccc(S(=O)(=O)N2CCCN(CCC(=O)Nc3cccc(C(F)(F)F)c3)CC2)cc1	5%	-21%
17	O=C(Cn1ccc2cc(S(=O)(=O)N3CCCCC3)ccc21)NCc1ccccc1Cl	-1%	3%
18	Cc1nc(N2CCCC2)ncc1C(=O)NCc1ccc(Cl)cc1	9%	19%
19	CCOc1ccc(/C(O)=C2\C(=O)C(=O)N(CCN(C)C)C2c2cccc(OC)c2OC)cc1Cl (stereo not drawn)	-2%	12%
20	CCOC(=O)C(O)(CC(=O)Nc1cc(F)ccc1C)C(F)(F)F (stereo not drawn)	4%	-1%
21	Cc1cc(C)cc(NC(=O)CCC(=O)Nc2cc(C)on2)c1	0%	-2%
22	O=C(CS(=O)(=O)c1cccc2nsnc12)N1CCN(c2cccc(C(F)(F)F)c2)CC1	5%	?
23	CCOc1cccc(C2c3c(oc4ccccc4c3=O)C(=O)N2c2nc(C)c(C(=O)OC)s2)c1 (stereo not drawn)	12%	8%
24	COc1ccc(-c2cc(C(F)(F)F)nc(SCC(=O)N(C)Cc3ccccc3)n2)cc1	10%	-6%

cpd	IkB signaling	Peg3 imprint
13	0.1%	17%[10.9 µM]
14	1.7%	-4%
15	1.3%	-16%
16	?	-22%
17	1.3%	-8%[10.9 µM]
18	-0.4%	8%[10.9 µM]
19	0.8%	-6%
20	.	.
21	.	.
22	?	-8%[10.9 µM]
23	2.7%	-4%[10.9 µM]
24	?	-10%[10.9 µM]

Later entries:
cpd	Molecule	p53ts 32C kill	p53ts 39C kill
25	O=C(Cn1cnc2c(cnn2-c2ccc(F)cc2)c1=O)N1CCN(c2ccccc2)CC1	-14%	-4%
26	Cc1ccc2nc(-c3cccc(NC(=O)c4cccc5c(Cl)cccc45)c3)oc2c1	-6%	-18%
27	O=C1NCCCc2nonc21	1%	-8%
28	COc1cccc(CNC(=O)C2CCCN(c3nc4ccccc4o3)C2)c1 (stereo not drawn)	-6%	-6%
29	Cc1cccc(-c2nc3c4ccccc4nc(N4CCN(c5cccc(Cl)c5)CC4)n3n2)c1	-3%	-6%
30	CCOC(=O)c1sc(=S)n(-c2ccccc2)c1N	-8%	-9%
31	CCO/C=C1/C(=O)N(C(C)=O)c2ccccc21	-10%	11%
32	COCCn1c(C)cc(C(=O)CSc2ncnc3sc4c(c23)CCC4)c1C	1%	-1%
33	Cc1ccc(CNC(=O)C2CC(=O)N(C3CCCCCCC3)C2)cc1 (stereo not drawn)	-9%	4%
34	CC1CN(C(=O)N2CCC(C(=O)NCCC3=CCCCC3)CC2)c2cc(Cl)ccc2O1 (stereo not drawn)	1%	?
35	Nc1nnnn1/N=C/C=C/c1ccccc1	-4%	-11%
36	Cc1ccc(-n2nnnc2CNC(=O)C(C)(C)C)cc1C	15%	12%

cpd	IkB signaling	Peg3 imprint
25	2.8%	-11%
26	-4.4%	4%[10.9 µM]
27	1.3%	-10%
28	-1.5%	-5%
29	-1.4%	5%[10.9 µM]
30	.	.
31	.	.
32	2.9%	-2%
33	2.1%	-1%
34	?	-7%[10.9 µM]
35	-2.0%	-27%
36	?	6%[10.9 µM]

Continuation.
cpd	Molecule	p53ts 32C kill	p53ts 39C kill
37	CSCCC(NC(=O)c1ccco1)C(=O)OCC(=O)Nc1sccc1C#N (stereo not drawn)	5%	-2%
38	Cc1cc(C)n2nc(C(=O)N3CCOCC3)nc2n1	-2%	5%
39	COC(=O)CN(c1ccc(F)cc1)S(=O)(=O)c1ccc2c(c1)OCCO2	6%	6%
40	Cc1ccc2onc(CNC(=O)N(C)Cc3ccccc3)c2c1	-5%	-12%
41	CCOC(=O)C1=C(C)OC(N)=C(C#N)C1c1ccoc1 (stereo not drawn)	2%	-11%
42	CCOc1ccccc1C1CC(=O)Nc2cc(OC)c(OC)c(OC)c21 (stereo not drawn)	-2%	7%
43	COc1ccccc1Oc1cc(C#N)c(C#N)cc1-n1nnc2ccccc21	28%	12%
44	Cc1cc(-c2ccccc2)c2nncn2n1	-7%	12%
45	COc1ccc(NC(=O)C(Cc2ccccc2)NC(=O)c2ccco2)cc1OC (stereo not drawn)	2%	-8%
46	Cc1ccc(NC(=O)c2ccc3c(O)c(S(=O)(=O)c4ccccc4)c(=O)[nH]c3c2)cc1Cl	-9%	-10%
47	CCc1ccc(C(=O)c2cn(Cc3ccc(F)cc3)c3cc(OC)c(OC)cc3c2=O)cc1	7%	-21%
48	CC(C)c1nn2c(=O)cc(COC(=O)c3ccc4c(c3)OCO4)nc2s1	0%	-11%

cpd	IkB signaling	Peg3 imprint
37	0.9%	-12%
38	0.9%	-4%
39	1.5%	-11%
40	-3.3%	21%[10.9 µM]
41	.	.
42	0.5%	2%
43	4.1%	-24%
44	1.2%	-5%
45	-0.9%	-5%
46	2.0%	-8%[10.9 µM]
47	?	-5%[10.9 µM]
48	-0.3%	-17%[10.9 µM]

(more compounds)
cpd	Molecule	p53ts 32C kill	p53ts 39C kill
49	CCC(=O)Nc1ccc(C)cc1-c1nc2ccccc2n(CC(=O)c2ccc(C)cc2)c1=O	0%	-6%
50	CC(CN1CCOCC1)OC(=O)C(C)(c1ccccc1)c1ccccc1 (stereo not drawn)	3%	0%
51	Cn1c(N)c(C(=O)COC(=O)c2cc(-c3ccco3)nc3ccccc23)c(=O)n(Cc2ccccc2)c1=O	5%	-2%
52	CCOc1ccc(CNS(=O)(=O)c2c(C(=O)N3CCC(C)CC3)c(C)n(C)c2C)cc1OC	7%	-6%
53	Cc1ccc(C)c(NC(=O)Cn2c(=O)n(Cc3ccco3)c(=O)c3oc4ccccc4c32)c1	9%	-10%
54	CCOC(=O)C1CCCN(C(=O)c2sc3nc(-c4ccc(F)cc4)cn3c2C)C1 (stereo not drawn)	-22%	-17%
55	COc1ccc(N(CC(=O)Nc2ccc(C)c(C)c2)S(=O)(=O)c2ccc(C)cc2)cc1OC	-3%	-9%
56	Cc1onc(-c2ccccc2)c1C(=O)Nc1nnc(N2CCCCCC2)s1	4%	7%
57	CCOC(=O)c1c(NC(=O)C2c3ccccc3Oc3ccccc32)sc(C)c1CC	4%	29%
58	CC(C)CCn1c(SCc2c(F)cccc2Cl)nc2ccsc2c1=O	-4%	-25%
59	O=C(Nc1cccc(-c2nc3ccccc3[nH]2)c1)c1c(F)cccc1F	3%	-6%
60	CC(=O)N1CCc2cc(S(=O)(=O)NCCC(=O)NCCc3ccc(C)cc3)ccc21	-7%	-17%

cpd	IkB signaling	Peg3 imprint
49	?	-13%[10.9 µM]
50	.	.
51	.	-11%
52	-1.9%	-9%[10.9 µM]
53	-1.8%	?
54	?	-19%
55	-1.6%	-12%[10.9 µM]
56	12%	-15%
57	6.0%	-12%[10.9 µM]
58	-0.6%	-7%[10.9 µM]
59	?	-12%[10.9 µM]
60	4.4%	-23%

Other structures
cpd	Molecule	p53ts 32C kill	p53ts 39C kill
61	CCCS(=O)(=O)O	0%[9.22 µM]	-11%[9.22 µM]
62	O=C(/C=C\c1ccc(O)c(O)c1)O[C@@H](Cc1ccc(O)c(O)c1)C(=O)O	0%	-16%
63	CCn1c(SCC(=O)NCCc2ccc(Cl)cc2)nnc1-c1cccs1	-3%	-8%
64	O=C(OCC(=O)N1CCc2ccccc21)C1=COCCO1	1%	-8%
65	COc1cc(OC)cc(-c2nc3nc(C)c(CCC(=O)NCCC(C)C)c(C)n3n2)c1	0%	-8%
66	CCOC(=O)c1sc2nc(CC(=O)OC)nc(NCCN3CCOCC3)c2c1C	-6%	-2%
67	CCC1CCc2nc3sc(C(=O)Nc4ccc(F)cc4F)c(N)c3cc2C1 (stereo not drawn)	-4%	16%
68	Cc1ccc(CCNC(=O)C2CCN(S(=O)(=O)c3c(C)nn(C)c3C)CC2)cc1	6%	1%
69	Cn1cccc1C(=O)NC(=O)CSc1nnc(C2CC2)n1-c1ccccc1	-25%	-9%
70	CC1CCN(C(=O)c2cc(-c3ccc(Br)cc3)on2)CC1	4%	-4%
71	NC(=O)c1ccccc1N=Cc1ccccn1	-7%	6%
72	Cc1nnc(NC(=O)c2c(F)c(F)c(F)c(F)c2F)s1	-11%	-8%
73	CCOC(=O)CC(N)c1ccc2c(c1)OCO2 (stereo not drawn)	3%	3%
74	Cc1cc(=O)c2cc(C(=O)Nc3cccc(C)c3C)ccc2[nH]1	2%	19%

cpd	IkB signaling	Peg3 imprint
61	0.1%[11.4 µM]	-3%[10.9 µM]
62	-0.4%	-10%
63	0.8%	-8%
64	0.5%	-15%
65	2.0%	26%[10.9 µM]
66	-0.1%	-17%
67	?	-7%[10.9 µM]
68	0.8%	-12%
69	0.2%	-6%
70	?	8%[10.9 µM]
71	2.1%	.
72	2.1%	2%
73	-3.6%	16%
74	-1.7%	13%[10.9 µM]

One compound at a time (already shown).
Results for CCC1CCc2nc3sc(C(=O)Nc4ccc(F)cc4F)c(N)c3cc2C1 (stereo not drawn) → p53ts 32C kill = -4%; p53ts 39C kill = 16%; IkB signaling = ?; Peg3 imprint = -7%[10.9 µM]
Results for O=C(OCC(=O)N1CCc2ccccc21)C1=COCCO1 → p53ts 32C kill = 1%; p53ts 39C kill = -8%; IkB signaling = 0.5%; Peg3 imprint = -15%

Not a hit list; overall some 1.8% were active at least once.
